CHRM1 agonist: human M1 muscarinic receptor agonists, primary screen, Fluo-8 calcium fluorescence, CHO-K1 cells, HTS. 0.33% of 360,000 active. Muscarinic acetylcholine receptor M1 (Homo sapiens), P11229. activation, % at 3 µM. AID 588814, 2011. CHO-K1 hM1, agonist mode; 0% DMSO, 100% acetylcholine EC100;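 active = activation above the run's mean compound activation plus 3 SD, cut at about 16% in these data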;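 also: peak over basal fluorescence ratio within a 140 s kinetic read after compound addition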
TAAR1 antagonist: human TAAR1 antagonists, primary screen, Fluo-8 calcium fluorescence, CHO RD-HGA16 cells; 1.5% of 360,000 active; antagonist; Trace amine-associated receptor 1 (Homo sapiens), Q96RJ0; inhibition, % at 3 µM;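 active = inhibition above a per-plate cutoff, the mean inhibition of test compounds on that plate plus 3 SD, cut at about 49% in these data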;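 also: 0% = DMSO plus EC80 beta-PEA response and 100% = DMSO alone without agonist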
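Assay system: CHO-derived RD-HGA16 cells stably expressing human TAAR1 plus Gα16. Timing: 140 s kinetic read after compound, 140 s after agonist. Technique: kinetic Fluo-8 calcium fluorescence measurement. Measure: % inhibition of agonist calcium response.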
OXTR potentiate: human OXTR potentiators, primary screen, fluorescence, CHO-OTR cells, Fluo-8 calcium; Oxytocin receptor (Homo sapiens), P30559; Fluo-8 calcium fluorescence, potentiator mode; 0% = oxytocin EC15, 100% = EC100; activation, % at 3 µM; 0.061% of 320,000 active; AID 2445, 2010;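 active = activation above that plate's cutoff, the mean activation of tested compounds plus 3 SD, cut at about 6.6% in these data, passing the limit was not always enough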;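 also: 100% uses oxytocin at 75 nM as the full agonist control; some results filed as inactive read as strong as hits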
Target sequence (P30559 whole entry, looked up): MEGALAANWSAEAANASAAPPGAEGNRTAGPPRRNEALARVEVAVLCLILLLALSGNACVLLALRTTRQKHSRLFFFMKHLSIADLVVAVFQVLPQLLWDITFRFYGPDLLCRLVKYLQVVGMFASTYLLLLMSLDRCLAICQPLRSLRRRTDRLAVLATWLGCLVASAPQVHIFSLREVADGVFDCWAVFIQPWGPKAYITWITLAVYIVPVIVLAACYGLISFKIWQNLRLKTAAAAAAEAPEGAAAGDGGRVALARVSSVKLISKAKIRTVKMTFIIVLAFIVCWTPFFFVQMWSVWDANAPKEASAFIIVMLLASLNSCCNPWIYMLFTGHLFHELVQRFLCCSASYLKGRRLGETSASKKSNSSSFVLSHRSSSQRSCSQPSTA
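Assay system: CHO-OTR cells, human receptor / Also added: oxytocin at about EC15, sub-maximal agonist stimulus / Dosing: single dose, 3.0 µM nominal final compound concentration / Incubation: 6 min pre-incubation, 100 s read / Technique: Fluo-8 calcium dye fluorescence / Read-out: % activation vs EC15 and EC100 oxytocin / Benchmarks: EC15 oxytocin low, 75 nM oxytocin high / Replicates: singlicate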
CHO parental Ca: ATP-evoked calcium signal inhibitors, parental CHO, primary screen, counter-screen for OX1R antagonist project, cell-based, fluorescence, Fluo-8 calcium dye; parental CHO-K1, ATP-induced calcium, Fluo-8 fluorescence; inhibition, % at 5.6 µM; 0.63% of 330,000 active; AID 463079, 2010;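 active = inhibition above that plate's mean sample inhibition plus 3 SD, cut at about 26% in these data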;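 also: 0% = ATP-challenged DMSO wells and 100% = DMSO wells without ATP; some compounds past the cut are filed as inactive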
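Material: Parental CHO cells | Reagent: ATP | Compound dosing: Single nominal dose of 5.6 µM per compound | Detection: Intracellular calcium via Fluo-8 no-wash fluorescent dye | Read-out: % inhibition of ATP-induced calcium mobilization | Benchmarks: Low control ATP plus DMSO, high control DMSO only | Replicates: Singlicate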
CHRM1 PAM: human M1 muscarinic receptor positive allosteric modulators, primary screen, CHO-K1 cells, Fluo-8 calcium fluorescence, 1536-well; Muscarinic acetylcholine receptor M1 (Homo sapiens), P11229; CHO-K1 hM1, ACh EC20; 0% = ACh EC20, 100% = maximal ACh; activation, % at 3 µM; 0.088% of 360,000 active; AID 588819, 2011; in the data active = activation above about 19%, passing the limit was not always enough
M1 antag: human M1 muscarinic receptor antagonists, primary screen, CHO-K1 cells, Fluo-8 calcium fluorescence, 1536-well; inhibition, % at 3 µM; 1.3% of 360,000 active; Muscarinic acetylcholine receptor M1 (Homo sapiens), P11229; CHO-K1 hM1, ACh EC80 antagonist;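 active = percent inhibition above its own plate's cutoff, namely the mean of that plate's compound wells plus 3 SD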;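 also: peak over basal fluorescence ratio during 140 s after agonist addition; 0% = ACh EC80 plus DMSO and 100% = DMSO alone without agonist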
V1R ag counter: agonists of human V1a receptor, primary screen, counter-screen for OXTR agonist project, fluorescence, CHO-V1R cells; activation, % at 3 µM; Fluo-8 calcium fluorescence, agonist mode; 0% DMSO, 100% 3 nM vasopressin; 0.25% of 320,000 active; Vasopressin V1a receptor (Homo sapiens), P37288;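 active = activation above the mean activation of all tested compounds plus 3 SD, per screening run, cut at about 20% in these data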;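 also: signal is peak over basal fluorescence ratio across a 100 second FLIPR read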
Target sequence (P37288 whole entry, looked up): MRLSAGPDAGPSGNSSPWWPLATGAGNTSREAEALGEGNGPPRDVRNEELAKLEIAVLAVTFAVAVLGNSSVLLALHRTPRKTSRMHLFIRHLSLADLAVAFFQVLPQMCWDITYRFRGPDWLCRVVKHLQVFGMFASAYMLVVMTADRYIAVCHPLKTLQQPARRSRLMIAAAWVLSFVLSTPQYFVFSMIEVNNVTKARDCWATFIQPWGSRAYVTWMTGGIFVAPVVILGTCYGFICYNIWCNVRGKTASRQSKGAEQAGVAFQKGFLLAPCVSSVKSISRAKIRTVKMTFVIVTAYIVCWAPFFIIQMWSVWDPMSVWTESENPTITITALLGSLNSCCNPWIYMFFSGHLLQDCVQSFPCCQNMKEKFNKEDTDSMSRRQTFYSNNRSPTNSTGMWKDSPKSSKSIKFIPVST
TAAR1 agonist: human TAAR1 agonists, primary screen, Fluo-8 calcium fluorescence, CHO RD-HGA16 cells | vehicle wells 0%, saturating PEA agonist 100% | 0.99% of 360,000 active | activation, % at 3 µM | Trace amine-associated receptor 1 (Homo sapiens), Q96RJ0;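 active = activation above the mean activation of all test compounds in the run plus 3 SD, cut at about 38% in these data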
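Assay system: CHO-derived RD-HGA16 cells with stable Gα16 and human TAAR1; timing: 17-24 h seeding, 75 min 37 °C dye, 30 min RT; read-out: % activation from peak over basal fluorescence ratio, DMSO-to-PEA scaled; measured by: kinetic Fluo-8 calcium fluorescence; benchmarks: low control DMSO, high control PEA (EC100); doses: 3 µM single concentration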
OXTR agonist: human OXTR agonists, primary screen, fluorescence, CHO-OTR cells, Fluo-8 calcium | AID 2435, 2010 | Fluo-8 calcium fluorescence; normalized: DMSO 0%, oxytocin 100% | Oxytocin receptor (Homo sapiens), P30559 | 0.32% of 320,000 active | activation, % at 3 µM;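 active = activation above the mean of all tested compounds plus 3 SD, cutoff set per screening run, cut at about 20% in these data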;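 also: peak over basal fluorescence ratio from a 100 s FLIPR kinetic read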
* = called active by the depositor; x = not tested or not shown. Not a hit list; 3.7% or so of the library scored in one or more.

SMILES	CHRM1 agonist	TAAR1 antagonist	OXTR potentiate	CHO parental Ca	CHRM1 PAM	M1 antag	V1R ag counter	TAAR1 agonist	OXTR agonist
CCOC(=O)c1c(-c2ccc(F)cc2)csc1NC(=O)C1CC=CCC1C(=O)O (stereo not given)	-14	15	-9	-10	6	-4	0.6	1	-0.8
COc1ccc(NC(=O)C2CC(=O)OC23CCCCC3)cc1 (stereo not given)	-2	-1	-5	-21	3	0	1.1	0	1.3
COc1ccc(NC(C)=O)cc1CNC(=O)COc1c(C)c(C)cc(C)c1C	5	-8	-8	-8	7	-5	3.3	4	0.5
CN(CCc1ccccn1)C(=O)CCC1CCCN(C(=O)c2ccc3c(c2)OCCO3)C1 (stereo not given)	2	-16	0	-10	18	-12	0.3	1	-0.4
CC(C)C(OC(=O)Cn1nnc2ccccc21)C(=O)NC1CCCC1 (stereo not given)	-1	-21	-7	-23	2	-2	0.8	6	0.7
COc1ccc(N/N=C(/C#N)S(=O)(=O)c2nsc(C)c2C#N)cc1	-3	6	-16	-18	8	-5	0.0	3	-0.7
O=C(c1ccc(Br)c(S(=O)(=O)N2CCOCC2)c1)N1CCN(C/C=C/c2ccccc2)CC1	-6	5	x	x	-29	70*	x	2	x
CCOc1ccc(N(Cc2cc3cc(OC)ccc3[nH]c2=O)C(=O)C2CCCO2)cc1 (stereo not given)	-3	-12	-14	-6	-4	-5	0.6	5	-0.1
CC(=O)C1=CCC(c2ccccc2Cl)N(S(=O)(=O)c2ccc(C)cc2)C1 (stereo not given)	-9	-30	x	x	0	3	x	-1	x
Cn1c(=O)oc2cc(S(=O)(=O)NC3CCN(Cc4ccccc4)CC3)ccc21	-12	-14	0	-14	-2	6	1.1	2	1.0
CCOC(=O)C1=C(O)/C(=C\c2ccc(CNS(=O)(=O)c3ccc(Br)cc3)o2)N=C1C	-2	-15	-5	-14	2	6	-0.5	-1	-0.8
CCCCCCCCNS(=O)(=O)CCNCc1ccccc1OC	0	7	x	x	-2	4	x	16	x
COc1ccccc1S(=O)(=O)N(C)C[C@@H]1OCc2cnnn2CCCC(=O)N([C@H](C)CO)C[C@H]1C	-11	-19	x	x	-10	19	x	1	x
O=c1ccc(Cc2ccc(Cl)cc2)n[nH]1	-4	10	-14	4	8	-5	0.6	6	-0.1
Cc1nn(-c2ccccc2)c2c1C(c1ccc([N+](=O)[O-])cc1)N1C(=N2)C(=O)Nc2ccccc21 (stereo not given)	-5	51*	-4	-18	-5	6	0.1	5	-3.0
COCCNC(=O)NC12CC3(C)CC(C)(CC(C)(C3)C1)C2	-9	-2	-8	-9	7	-3	-0.8	14	-2.0
C=CCc1cccc(C=Nc2cccn3cc(-c4ccccc4)nc23)c1O	-13	-1	-3	-7	18	-11	-0.9	5	-1.5
CC1CN(C(=O)CN2C(=O)NC3(CCCCCCC3)C2=O)CC(C)O1 (stereo not given)	0	-6	0	-6	7	-8	0.9	4	-1.0
COc1cccc(-c2nc3n(n2)CCc2ccccc2-3)c1	0	15	x	x	8	-17	x	0	x
O=C(CCc1nc(-c2ccccc2)c(-c2ccccc2)o1)OCc1ccc(Cl)cc1	-5	-4	-6	-16	-4	-3	2.7	4	3.1
CSc1ccccc1OCc1cc(C(=O)NCCC2=CCCCC2)no1	-3	-16	-3	-6	5	-7	0.2	55*	-0.2
Cc1cc(C)nc(NC(=O)c2cccs2)c1	-2	-9	-5	-7	8	-6	0.2	9	-0.3
O=C(c1ccc(N2C(=O)C3C4c5ccccc5C(c5ccccc54)C3C2=O)cc1)N1CCOCC1 (stereo not given)	-2	-10	-6	-10	19	-13	2.1	4	0.7
COc1ccc2oc(=O)c(C(=O)NCc3ccco3)cc2c1	-2	-17	-1	-4	7	-10	0.7	-2	0.5
CCOc1cc(C2C(C(=O)OC)=C(C)N=C3SCCC(=O)N32)ccc1OC(C)=O (stereo not given)	-2	4	4	-5	6	-10	0.2	11	3.9

Arranged by the number under CHRM1 agonist (ascending): three of the compounds above
Compound,CHRM1 agonist,TAAR1 antagonist,OXTR potentiate,CHRM1 PAM,M1 antag
Cn1c(=O)oc2cc(S(=O)(=O)NC3CCN(Cc4ccccc4)CC3)ccc21,-12,-14,0,-2,6
COc1ccccc1S(=O)(=O)N(C)C[C@@H]1OCc2cnnn2CCCC(=O)N([C@H](C)CO)C[C@H]1C,-11,-19,x,-10,19
Cc1cc(C)nc(NC(=O)c2cccs2)c1,-2,-9,-5,8,-6

Next section.
SMILES	CHRM1 agonist	TAAR1 antagonist	OXTR potentiate	CHO parental Ca	CHRM1 PAM	M1 antag	V1R ag counter	TAAR1 agonist	OXTR agonist
Cc1ccc(S(=O)(=O)Nc2nonc2C)cc1	-2	7	2	-1	9	-2	0.2	11	2.2
Cc1nn(Cc2ccc(Cl)c(Cl)c2)c(C)c1NC(=O)c1noc2c1CCCCC2	-4	5	-7	-12	27*	9	1.4	11	0.3
Cc1nn2c3c(cnc2c1-c1ccc(Cl)cc1)C(=O)CC(c1ccco1)C3 (stereo not given)	-6	6	-4	-10	1	6	-0.1	17	0.6
OC(CN1CCN(c2ncc(C(F)(F)F)cc2Cl)CC1)c1ccccc1 (stereo not given)	-7	-27	0	-29	-15	17	-1.0	22	-1.8
CC(C)(C)c1ccc(NC(=O)C2CCCN(c3cnccn3)C2)cc1 (stereo not given)	-5	9	-12	-25	9	-13	1.7	-2	-0.6
C=CCC(NC(C)c1ccccc1)c1ccco1 (stereo not given)	-8	10	4	-8	8	-4	-0.3	11	1.8
CC(C)(C)c1ccc(S(=O)(=O)NCC(=O)Nc2ccc(-c3nc4ccccc4s3)cc2)cc1	-2	-13	-6	-19	6	-8	1.8	7	1.2
Cn1c(CNC(=O)OC(C)(C)C)nnc1SCC(=O)N1CCOCC1	-4	-9	-7	11	2	-2	0.0	2	-0.3
Cc1ccc(S(=O)(=O)NCC(=O)N(CC(=O)NC2CCCCC2)Cc2ccco2)cc1	-6	0	1	-32	9	-21	8.6	0	-0.5
O=C(N/N=C/c1ccc([N+](=O)[O-])o1)c1cccc(S(=O)(=O)N2CCOCC2)c1	-3	-34	-3	-11	3	-5	0.5	2	2.0
O=S(=O)(N1CCCCC1)N1CCN(c2ccccc2F)CC1	2	5	-2	-15	12	-4	-0.8	12	-1.8
CCCOc1cc(CN2CCCCC2)cc(C(C)=O)c1	-5	2	0	-18	-4	0	0.7	8	0.3
CC(c1ccccc1)n1c(SCC(=O)Nc2ccccc2)n[nH]c1=O (stereo not given)	-4	-16	-7	-11	8	-5	3.1	5	0.6
COC(=O)c1sccc1-c1ccc(/C=N/OCc2c(Cl)cccc2Cl)o1	-4	-4	-1	-8	8	-7	-0.4	9	-0.7
O=C(NNc1c(Cl)cc(Cl)cc1Cl)c1cccc([N+](=O)[O-])c1	-1	1	-11	48*	-8	19	6.0	0	9.3
CNc1ncnc2c1ncn2[C@H]1CN(Cc2ccncc2)C[C@@H](CO)O1	-5	-3	x	x	4	-8	x	0	x
CCOC(=O)N1CCN(C(=O)c2cc3c(-c4cccc(OC)c4)nn(C)c3s2)CC1	-10	-15	-3	-18	-28	32	-0.4	3	-1.5
CCC(CC)c1nnc(NC(=O)CN2C(=O)NC3(CCCC3)C2=O)s1	-3	-31	-3	-6	10	-10	-0.3	7	0.4
Cc1cc(C)nc(/N=C2\NC(=O)CC(C(=O)O)N2c2ccc(Oc3ccccc3)cc2)n1 (stereo not given)	-2	12	-12	3	9	-15	0.8	3	0.7
CC(C)C(N)c1csc(Nc2ccc(C(=O)N(C)Cc3ccccc3)cn2)n1 (stereo not given)	-8	5	x	x	14	-15	x	5	x
COc1ccc(CNC(=O)c2ccc3c(=O)n(-c4ccccc4)c(=O)[nH]c3c2)cc1	-4	x	2	-4	13	-13	0.5	x	0.6
Cc1cc(C)n(CC(=O)N/N=C/c2cc(Br)cc([N+](=O)[O-])c2O)n1	-6	-1	-12	-6	10	-2	0.2	1	-0.5
COc1ccc(NC2c3ccccc3C(=O)N2Cc2ccccc2Cl)cc1OC (stereo not given)	-5	-15	-4	-31	7	-21	-1.0	-5	-0.4
COc1cccc(CN(C)C(=O)c2ccc3nccnc3c2)c1	-3	13	-14	-26	5	-13	-0.4	2	-0.9

Sorted by molar mass (largest number first): some entries from above.
SMILES	CHRM1 agonist	TAAR1 antagonist	OXTR potentiate	CHO parental Ca	CHRM1 PAM	M1 antag	V1R ag counter	TAAR1 agonist	OXTR agonist
Cc1ccc(S(=O)(=O)NCC(=O)N(CC(=O)NC2CCCCC2)Cc2ccco2)cc1	-6	0	1	-32	9	-21	8.6	0	-0.5
Cc1cc(C)nc(/N=C2\NC(=O)CC(C(=O)O)N2c2ccc(Oc3ccccc3)cc2)n1 (stereo not given)	-2	12	-12	3	9	-15	0.8	3	0.7
O=C(N/N=C/c1ccc([N+](=O)[O-])o1)c1cccc(S(=O)(=O)N2CCOCC2)c1	-3	-34	-3	-11	3	-5	0.5	2	2.0
COc1ccc(CNC(=O)c2ccc3c(=O)n(-c4ccccc4)c(=O)[nH]c3c2)cc1	-4	x	2	-4	13	-13	0.5	x	0.6
CC(C)C(N)c1csc(Nc2ccc(C(=O)N(C)Cc3ccccc3)cn2)n1 (stereo not given)	-8	5	x	x	14	-15	x	5	x
Cc1nn2c3c(cnc2c1-c1ccc(Cl)cc1)C(=O)CC(c1ccco1)C3 (stereo not given)	-6	6	-4	-10	1	6	-0.1	17	0.6
CC(c1ccccc1)n1c(SCC(=O)Nc2ccccc2)n[nH]c1=O (stereo not given)	-4	-16	-7	-11	8	-5	3.1	5	0.6
CCCOc1cc(CN2CCCCC2)cc(C(C)=O)c1	-5	2	0	-18	-4	0	0.7	8	0.3
